Bioassay records (PubChem BioAssay)
GDH-TPI counter: GDH-TPI coupling enzyme inhibitors, primary screen, artefact control for M. tuberculosis FBA inhibitor project, biochemical, absorbance, full deck; GDH-TPI coupled enzyme counterscreen, NADH absorbance; inhibition, % at 4.8 µM; 360,000 tested, 1.2% active; AID 588335, 2011;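 note: 0% = DMSO wells and 100% = wells lacking the enzyme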
Rv3671c protease: Rv3671c serine protease inhibitors, primary screen, biochemical, fluorescence polarization, M. tuberculosis H37Rv | P9WHR9 | inhibition, % at 5.96 µM | 320,000 tested, 0.048% active; in the data active = inhibition above about 38%;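 note: extracellular domain of Rv3671c used as enzyme; 0% = enzyme with DMSO and 100% = no enzyme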
Target sequence (P9WHR9 whole entry, looked up, the tested form may be a part): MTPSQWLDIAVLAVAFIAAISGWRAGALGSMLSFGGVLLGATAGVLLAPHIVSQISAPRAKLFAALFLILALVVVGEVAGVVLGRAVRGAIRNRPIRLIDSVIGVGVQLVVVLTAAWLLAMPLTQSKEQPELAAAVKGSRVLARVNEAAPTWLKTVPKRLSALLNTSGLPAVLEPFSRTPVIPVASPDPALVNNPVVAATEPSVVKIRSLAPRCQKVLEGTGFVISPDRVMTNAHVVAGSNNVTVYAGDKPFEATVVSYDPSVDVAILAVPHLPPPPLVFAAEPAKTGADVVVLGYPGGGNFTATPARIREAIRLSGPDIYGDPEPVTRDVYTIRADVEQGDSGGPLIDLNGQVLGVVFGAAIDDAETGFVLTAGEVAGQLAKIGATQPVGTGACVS
FBA Mtb inh: Mtb FBA enzyme inhibitors, primary screen, biochemical, fluorescence, strain H37Rv | purified M. tuberculosis FBA, fluorescence read-out | Fructose-bisphosphate aldolase (Mycobacterium tuberculosis (strain ATCC 25618 / H37Rv)), … | inhibition, % at 1 µM | 360,000 tested, 2.3% active | AID 588726, 2011; in the data active = inhibition above about 27%;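 note: 0% = vehicle and 100% = reference inhibitor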
Target sequence (P9WQA3 whole entry, looked up): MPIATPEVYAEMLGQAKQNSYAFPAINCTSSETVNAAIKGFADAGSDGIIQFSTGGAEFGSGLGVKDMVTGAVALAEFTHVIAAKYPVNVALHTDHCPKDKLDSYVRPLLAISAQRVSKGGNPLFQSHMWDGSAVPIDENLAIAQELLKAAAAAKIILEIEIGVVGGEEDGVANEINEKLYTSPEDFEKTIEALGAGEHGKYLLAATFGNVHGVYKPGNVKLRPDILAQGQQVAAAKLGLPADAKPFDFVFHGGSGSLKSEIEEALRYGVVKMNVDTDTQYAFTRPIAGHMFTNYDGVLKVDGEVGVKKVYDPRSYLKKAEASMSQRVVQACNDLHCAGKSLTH
FadD28 binding: inhibitors of FadD28 bisubstrate probe binding, primary screen, biochemical, fluorescence polarization, single point; inhibition, % at 12.5 µM; 360,000 tested, 0.22% active; AID 588549, 2011; in the data active = inhibition above about 8.5%, passing the limit was not always enough; inconclusive = no clear call, values can overlap the other calls
Mtb BioA inh: M. tuberculosis BioA enzyme inhibitors, primary screen, biochemical, plate reader, single point, HTS; inhibition, % at 9.99 µM; 360,000 tested, 0.096% active; 7,8-diaminopelargonic acid synthase BioA (Mycobacterium tuberculosis); AID 602481, 2012; purified M. tuberculosis BioA enzyme; in the data active = inhibition above about 40%; inconclusive = no clear call, values can overlap the other calls
BoNT F protease: BoNT/F light chain protease inhibitors, primary screen, biochemical, flow cytometry, MLPCN library. inhibition, % at 10 µM. AID 588497, 2011. Multiplex microsphere protease cleavage assay. 360,000 tested, 0.22% active. Botulinum neurotoxin type F light chain protease (Clostridium botulinum); in the data active = inhibition above about 35%, passing the limit was not always enough; inconclusive = no clear call, values can overlap the other calls; note: plate controls were buffer without enzyme for full effect and enzyme alone for no effect
CCHFV vOTU inh: CCHFV vOTU protease inhibitors, primary screen, biochemical, Pep-AMC substrate, fluorescence | inhibition, % at 11.5 µM | 370,000 tested, 0.55% active; note: 0% = vehicle wells with enzyme and 100% = no enzyme wells
VHR inh abs: VHR1 phosphatase inhibitors, primary screen, biochemical, absorbance, uHTS | Dual specificity protein phosphatase 3 (Homo sapiens), P51452 | recombinant VHR phosphatase, pNPP absorbance | inhibition, % at 13.3 µM | 290,000 tested, 0.52% active | AID 1654, 2009; in the data active = inhibition above about 50%; note: some compounds called inactive have numbers as strong as hits
Target sequence (P51452 whole entry, looked up): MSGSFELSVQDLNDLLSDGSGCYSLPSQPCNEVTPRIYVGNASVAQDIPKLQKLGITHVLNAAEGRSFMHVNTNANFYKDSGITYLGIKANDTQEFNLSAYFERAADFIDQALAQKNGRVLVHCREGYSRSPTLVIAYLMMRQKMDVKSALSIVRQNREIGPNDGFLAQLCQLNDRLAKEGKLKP
MazF activator: activators of E. coli MazEF toxin-antitoxin RNase, primary screen, biochemical, fluorescence, uHTS | activation, % at 20 µM | FAM/BHQ RNA-DNA oligo cleavage fluorescence, 5 h | 350,000 tested, 0.32% active | Endoribonuclease toxin MazF (Escherichia coli (strain K12)), P0AE70; in the data active = activation above about 50%
Target sequence (P0AE70 whole entry, looked up): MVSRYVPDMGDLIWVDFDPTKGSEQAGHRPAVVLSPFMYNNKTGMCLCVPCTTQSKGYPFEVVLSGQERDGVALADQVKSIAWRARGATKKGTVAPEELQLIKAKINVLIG
UGM FP inh: M. tuberculosis UGM enzyme inhibitors, primary screen, biochemical, fluorescence polarization, single point | UDP-galactopyranose mutase (Mycobacterium tuberculosis (strain ATCC 25618 / H37Rv)), … | purified UGM, fluorescence polarization probe displacement | inhibition, % at 10 µM | 320,000 tested, 0.06% active | AID 504406, 2011; in the data active = inhibition above about 10%, passing the limit was not always enough; inconclusive = no clear call, values can overlap the other calls
* marks the source's active call; other numbers are inactive results; ? = inconclusive; . = no result given; + = active, no number. Cut-off read from the data, not from the text of the source, unless noted: active = inhibition above about 30%; inactive = the rest.

molecule,GDH-TPI counter,Rv3671c protease,FBA Mtb inh,FadD28 binding,Mtb BioA inh,BoNT F protease,CCHFV vOTU inh,VHR inh abs,MazF activator,UGM FP inh
O=C(Nc1ccccc1N1CCN(c2ccccc2)CC1)C1CCCCC1,6.4,-5.2,-1.0,0.1,-1.0,-6.6,-13.5,6.7,-2.7,0.4
CCCN1CCc2c(sc3nc(SC)n(-c4ccccc4)c(=O)c23)C1,27.0,6.8,6.6,-0.3,1.6,27.1,-27.3,-11.9,-8.5,-1.5
Cc1ccc(OC(=O)C(C)c2cccc(C(=O)c3ccccc3)c2)cc1 (stereo not drawn),-1.6,8.3,-0.1,-1.7,-0.7,-9.7,8.5,23.1,1.4,1.1
O=C(Cc1cc(=O)[nH]c(=O)[nH]1)NCCN1CCOCC1,1.3,-10.2,6.6,-0.9,-2.3,-11.0,-2.5,9.4,4.6,3.9
CC(C)CN(C(=O)c1cccs1)C1CCS(=O)(=O)C1 (stereo not drawn),-2.8,.,0.3,-1.4,.,4.2,1.2,.,-4.2,.
CCOc1cccc2sc(=NC(=O)CCS(=O)(=O)c3ccccc3)n(CC)c12,12.4,2.5,3.5,-2.4,1.8,-5.1,11.6,4.4,-9.9,-2.8
CCCOC1(NC(=O)c2ccccc2)C(C)=CC(=O)C=C1C,10.7,-3.7,-2.9,-0.3,-0.5,-16.7,-5.3,36.7,2.5,-2.1
CCc1nc2c(OCc3ccccc3C(=O)OC)cccn2c1N(C)C(=O)c1cccs1,-4.0,.,-4.1,-3.9,0.2,-5.6,0.5,.,.,.
Cc1ccc(S(=O)(=O)N2CCCCC2)cc1NC(=O)C1=NN(c2ccccc2)C(=O)CC1,9.8,2.2,4.5,-2.2,0.2,1.1,5.0,.,-14.5,.
COc1ccc(C(=O)Nc2nc(N)n(-c3ccccc3)n2)cc1OC,-2.7,4.1,1.4,-4.5,4.3,?,-1.8,1.5,7.7,0.1
COc1ccc(Cn2nnnc2CN2CCC(O)(c3ccccc3F)CC2)cc1,-4.0,-1.0,-7.8,-2.8,.,-3.5,-2.0,11.1,2.7,2.9
CCC1CCCCN1CC(O)Cn1c2ccccc2n2c(=O)cc(C)c(C#N)c12 (stereo not drawn),19.6,-1.5,2.7,-2.9,.,-4.7,-10.3,7.4,3.5,-0.6
CNC(=O)c1cn(-c2ccccc2)c(=O)c2ccccc12,10.9,5.3,-0.6,-3.4,-0.7,-13.3,6.3,18.9,5.1,-1.3
Cc1nc2nc(-c3ccc(F)cc3)cn2nc1C,8.8,3.1,50.4*,-0.1,.,6.7,-160.7,-8.2,-9.3,3.4
COC(=O)C(C)Oc1ccc(Oc2nc(Cl)ccc2Cl)cc1 (stereo not drawn),-7.5,-0.3,-2.0,-3.6,.,-3.3,-1.1,2.0,-3.0,0.2
COc1cc(NS(=O)(=O)c2ccc(-c3ccc(=O)[nH]n3)o2)cc(OC)c1OC,2.7,2.3,-1.3,-3.1,-0.7,0.8,-5.8,-3.6,3.7,1.1
O=C(c1cc2ccccc2oc1=O)N(Cc1cccs1)C1CCS(=O)(=O)C1 (stereo not drawn),16.9,7.3,3.1,0.9,6.7,-7.8,15.7,1.4,-1.1,-0.1
COc1ccc(/C=N/NC(=O)CN(C)C(=O)OCc2ccccc2)cc1OC,11.7,-6.1,0.4,0.9,0.2,-0.3,2.4,40.7,6.4,-1.8
C/C(Nc1ccc(Cl)cc1)=C1/CCOC1=O,5.0,.,-0.5,-0.9,.,6.1,-1.0,.,12.8,.
COc1ccccc1CC1C(=O)C2CCN1CC2 (stereo not drawn),7.6,-8.0,2.2,0.3,0.4,5.4,5.7,-7.7,2.8,3.0

Whole records from above. Order of values: GDH-TPI counter | Rv3671c protease | FBA Mtb inh | FadD28 binding | Mtb BioA inh | BoNT F protease | CCHFV vOTU inh | VHR inh abs | MazF activator | UGM FP inh
COc1ccc(C(=O)Nc2nc(N)n(-c3ccccc3)n2)cc1OC is entered as -2.7 | 4.1 | 1.4 | -4.5 | 4.3 | ? | -1.8 | 1.5 | 7.7 | 0.1
Cc1nc2nc(-c3ccc(F)cc3)cn2nc1C is entered as 8.8 | 3.1 | 50.4* | -0.1 | . | 6.7 | -160.7 | -8.2 | -9.3 | 3.4

Further structures
molecule,GDH-TPI counter,Rv3671c protease,FBA Mtb inh,FadD28 binding,Mtb BioA inh,BoNT F protease,CCHFV vOTU inh,VHR inh abs,MazF activator,UGM FP inh
CCc1ccc(CSc2nccn2-c2ccccc2)cc1,-11.0,2.7,-0.1,-3.0,3.2,-9.9,14.2,39.5,-7.5,2.6
Cc1ccc2c(c1)[nH]c1c(=O)n(Cc3ccccn3)cnc12,16.5,1.1,7.6,0.1,-1.9,-5.7,4.4,13.4,2.3,-0.7
O=C(COc1cc2oc(=O)c3c(c2cc1Cl)CCCC3)NCC1CCC(C(=O)O)CC1 (stereo not drawn),12.8,-4.8,1.8,1.2,-1.8,-9.9,-8.2,-6.0,-24.7,-3.4
O=C(COc1ccccc1[N+](=O)[O-])Nc1cccc(Cl)c1N1CCOCC1,1.0,1.6,-2.3,-2.3,1.6,-15.2,14.6,17.9,2.3,-1.8
O=C(NCC(c1ccc(F)cc1)N1CCOCC1)c1ccc(C(=O)c2ccccc2)cc1 (stereo not drawn),1.3,6.1,3.4,-2.9,.,.,4.7,4.8,-0.5,1.0
CCOc1ccc2nc(N3CCC(C(=O)NCCCN4CCOCC4)CC3)sc2c1,1.3,-2.1,1.0,-3.2,0.6,-3.4,-7.5,-6.4,4.4,-0.7
CC1CCCC(NC(=O)c2cc(S(=O)(=O)N3CCCCC3)ccc2Cl)C1C (stereo not drawn),-3.8,-13.4,-0.6,-1.0,-1.1,.,5.4,.,0.3,0.1
COc1cccc(C(=O)NNC(=O)c2ccc3ccccc3c2)c1,8.5,.,3.3,0.5,-10.7,-11.4,15.6,.,4.4,.
Cc1cccc(NC2SC(=O)N(CC(=O)O)C2=O)c1 (stereo not drawn),1.9,3.0,-6.3,-2.0,2.5,7.7,-11.2,13.2,-11.9,2.2
Cc1ccc2cccc(N)c2n1,-5.7,-0.4,2.9,-1.6,-0.2,-13.8,-0.5,22.5,1.8,-3.8
COc1cccc(CN(C(=O)CN2C(=O)c3ccccc3S2(=O)=O)C(C(=O)NCC2CCCO2)c2ccco2)c1 (stereo not drawn),-3.7,-6.1,-0.9,-4.7,.,2.7,-2.1,25.2,7.5,0.2
CCN(CC)S(=O)(=O)c1cc(C(=O)Nc2ccccn2)ccc1C,3.5,1.6,-1.8,-1.2,0.7,-4.5,-12.2,-0.2,1.7,-1.2
COc1ccccc1N1CCN(CCCCNC(=O)c2ccc3ccccc3c2)CC1,8.2,2.9,6.7,-2.5,0.3,-15.1,4.0,.,-0.7,0.6
Cc1ccc(N(CC(=O)N2CCCCCC2)S(=O)(=O)c2ccccc2)cc1,0.7,-5.0,5.6,0.5,-0.2,-16.5,10.0,-2.7,-6.9,2.5
COc1ccc(F)cc1CN1CCN(C(=O)CCC(=O)Nc2nnc(CC(C)C)s2)CC1,-1.6,-6.4,-2.0,2.0,-0.6,-1.6,13.9,-3.0,-1.5,0.1
CN(C)c1cccc(C(=O)OCC(=O)c2ccc[nH]2)c1,0.0,.,4.8,-1.6,-2.1,-5.3,2.5,.,3.3,.
COC(=O)[C@]1(C)N[C@H](CN(C)S(=O)(=O)c2ccc(F)cc2)[C@@H]2C(=O)N(C)C(=O)[C@@H]21,.,-13.5,.,-3.0,-1.7,-0.2,13.7,.,5.0,-3.0
Cc1cccc(-c2nnc(SCC(=O)O)n2Cc2ccccc2)c1,-0.8,-6.8,6.4,-1.4,-1.8,-1.0,-9.7,-1.9,4.8,-0.8
CCCN1CCC(NC(=O)CCc2nnc(Cc3cc(OC)ccc3OC)o2)CC1,-2.5,2.7,3.0,-2.6,-0.8,-2.3,7.8,15.1,6.3,1.0
CC(=O)N1CCN(c2ccc(S(=O)(=O)N3CCCCC3)cc2[N+](=O)[O-])CC1,8.2,-0.1,-7.2,-1.2,3.1,-2.9,-3.6,.,-3.1,-0.6
CCn1c(SCC(=O)NC2CCCC2)nc2c(c1=O)SCC2,11.9,.,3.2,-2.8,10.3,4.8,-0.1,.,1.0,.
COc1ccc(S(=O)(=O)NC(C)C(=O)NCc2ccccn2)cc1Cl (stereo not drawn),-1.1,-5.8,-1.4,-0.8,-0.5,-4.0,2.0,17.0,4.7,-0.4
COCCCNC(=O)Cc1ccc(S(=O)(=O)N2CCOCC2)s1,-2.2,-1.6,-3.8,-4.0,6.1,-3.5,20.2,.,2.9,-0.2
CCCC1NC(=O)c2cccnc2-n2c1nc1ccc(Cl)cc1c2=O (stereo not drawn),8.5,.,-1.3,-5.6,2.5,-6.7,-11.6,.,3.6,.
O=C(Cc1ccc(S(=O)(=O)N2CCOCC2)s1)Nc1ccccc1Br,-2.6,-3.5,1.4,-3.2,6.1,-18.3,13.2,3.5,9.5,2.0
Cc1cc(=O)oc2ccc(OCc3ccccc3)cc12,14.4,-2.4,6.7,-0.2,-0.8,6.2,-4.4,17.8,3.0,3.3
COc1ccccc1C(=O)Oc1cc(N)n(S(=O)(=O)c2ccc(C)cc2)n1,12.1,1.2,0.5,-3.1,-0.2,-1.8,1.4,-8.9,-2.4,-2.8
O=c1oc(C2(O)CCCCC2)cc2ccccc12,12.7,5.3,5.0,0.5,0.4,-4.5,1.6,.,6.4,-4.3
COc1ccc(/C=N/Nc2cc(C)nc(N3CCOCC3)n2)cc1OC,11.5,7.8,1.6,-4.0,0.0,30.9,0.8,25.3,6.4,-1.2
CCOC(=O)C1=C(O)/C(=C/c2cc(OC)c(O)c(OC)c2)SC1=Nc1ccc(OC)cc1,12.0,.,-3.2,-0.8,.,-5.3,-7.6,1.3,-27.4,.
CCOc1cc(/C=C/C(=O)NCCc2ccc(S(N)(=O)=O)cc2)ccc1OCC(C)C,16.0,-4.6,12.2,-2.5,.,3.3,24.9,3.3,-3.1,-0.8
O=C(O)C1CCC(CNCc2ccncc2)CC1 (stereo not drawn),-11.5,3.7,2.1,-0.3,3.2,10.0,-9.1,-1.6,7.7,-1.3
COc1ccc(-c2cc(C(=O)Oc3ccc([N+](=O)[O-])cc3)c3ccccc3n2)cc1,22.8,4.6,+,-2.0,0.2,15.5,-121.7,9.1,7.3,-0.5
NCCCC[C@H]1CNC(=O)C(=O)N1CC1CCCCC1,11.7,-5.9,-1.8,-2.7,0.9,-4.2,-4.8,11.2,3.6,-0.7
CCC(C)c1ccccc1NC(=O)c1cccc(-n2cnnn2)c1 (stereo not drawn),12.5,-0.4,1.0,-7.2,0.6,-1.1,-6.0,.,1.4,0.8
Cc1ccc(-c2cc3ccccc3nc2N2CCCC2)cc1,1.7,7.8,13.4,-0.1,-0.9,4.0,0.1,5.4,11.1,-1.4
CCOCCCNC(=O)Cc1ccc(-n2c(CC)nc3cccnc32)cc1,-2.1,.,1.8,.,-1.2,-24.4,-4.8,48.7,4.9,2.2

An unsorted share of the library (roughly 4.9% active in at least one column).
